# High-throughput results from PubChem.
# GRP78 ERSR act: induces the endoplasmic reticulum stress response in human glioma cells | U87-MG GRP78 promoter luciferase reporter, 16 h | Potency, µM, for inactives: at the top dose activation, usual class: activators | 420,000 tested, 0.02% active | AID 602332; further: potency means the concentration at half of the fitted maximal effect; series mostly up to about 76 µM; % of control where 0% means no effect; nearly all actives have a fitted effect of over 35% in size
#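 Stably transfected U87-MG human glioma cells carrying a GRP78-based luminescent sensor were seeded at 1000 cells/well, pin-dosed with compounds and incubated 16 h. Luciferase reagent was then added, and end-point luminescence was read after 10 min at room temperature.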
# LDHA inh: inhibitors of human lactate dehydrogenase A. activity change, % (values are at about 110 or 230 µM). 480,000 tested, 0.15% active. purified LDHA, NADH/diaphorase-resazurin fluorescence; active compounds read low. P00338; in the data active means activity change below about -30%; inconclusive means mostly about -25% to -30%;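 further: plate controls were DMSO wells for no effect and wells without enzyme for full effect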
#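 LDH5 2 nM; NADH 0.06 mM, pyruvate 0.2 mM; 200 mM Tris pH 7.4, EDTA, Tween-20; 5 min RT. Detection: diaphorase 0.133 mg/mL + resazurin 37 µM, fluorescence ex540/em590 at 0 and 20 min; normalized to enzyme-free and DMSO wells.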
# TrxR1 substrate: is turned over as a substrate by rat TrxR1. O89049. purified TrxR1 substrate turnover, NADPH consumption readout. Potency, µM (highest dose often 114 µM), without a hit: top-dose activity change, negative = substrate turnover. 390,000 tested, 0.01% active. AID 588456; further: potency means the concentration at half of the fitted maximal effect; on the % scale 0 is the no-effect control and ±100 the full control effect; nearly all actives have a fitted effect of over 50% in size
#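 Rat TrxR1, dispensed at 90 nM, was prereduced with 400 uM NADPH (final) for 5 min at ~22 deg C, then incubated with compound 15 min before 400 uM selenite. A first-read NADPH fluorescence drop versus no-compound background flagged substrates.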
# Vif-A3G inh: Vif-A3G binding inhibition. 410,000 tested, 0.076% active. AID 602310. HeLa A3G-eYFP + Vif (tagged APOBEC3G with the HIV-1 protein that degrades it), YFP fluorescence, overnight. Potency, µM (doses to about 46.1 µM), for inactives: top-dose activity, negative = active, hits mostly inhibitors;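 further: potency means the concentration at half of the fitted maximal effect; on the % scale 0 is the no-effect control and ±100 the full control effect; nearly all actives have a fitted effect of over 60% in size; hits raise eYFP signal because A3G escapes Vif-driven loss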
#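 Read-out is eYFP fluorescence (Ex 488/Em 500-530) from Vif-expressing HeLa A3G-eYFP cells; more signal means A3G escaped Vif-mediated degradation. Cells plated overnight, compound pinned in, incubated overnight at 37 deg C.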
# Vif-A3F inh: inhibitors of Vif-A3F interaction. HeLa A3F-eYFP + Vif (tagged APOBEC3F with the HIV-1 protein that degrades it), YFP fluorescence increase. 390,000 tested, 0.2% active. Potency, µM (doses to about 46.1 µM), inactives show at the highest dose activity, negative = active; further: potency means the concentration at half of the fitted maximal effect; % of control where 0% means no effect; nearly all actives have a fitted effect of over 65% in size
#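 HeLa cells stably expressing A3F-eYFP plus Vif, plated and incubated overnight at 37 deg C, then exposed to compounds overnight at 37 deg C. Blocked degradation read as raised yellow fluorescence (Ex 488/Em 500-530).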
# RGS4 inhibitor: blocks human RGS4-accelerated GTP hydrolysis. Transcreener GDP fluorescence polarization, RGS4-accelerated GTP hydrolysis. AID 504845. Potency, µM (series often up to 114 µM), for inactives: at the highest dose activity change, negative = inhibition, most hits filed as inhibitors. 390,000 tested, 0.039% active. P49798; further: potency means the concentration at half of the fitted maximal effect; on the % scale 0 is the no-effect control and ±100 the full control effect; nearly all actives have a fitted effect of over 75% in size; some results filed as inactive show a strong effect at the top dose
# Target sequence (P49798 whole entry, looked up): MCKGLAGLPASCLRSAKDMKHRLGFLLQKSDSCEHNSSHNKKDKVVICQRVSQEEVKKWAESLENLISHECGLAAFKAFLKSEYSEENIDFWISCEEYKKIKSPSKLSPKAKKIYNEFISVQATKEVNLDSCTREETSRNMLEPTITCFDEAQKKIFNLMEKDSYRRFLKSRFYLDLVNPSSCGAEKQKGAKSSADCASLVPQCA
#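 MLSMR compounds (23 nl, pin-transferred) preincubated 10 min at room temperature with a 500nM (2x) first reagent, then RGS4 at 900nM (2x) plus Transcreener GDP mix added; fluorescence polarization (620/688 nm) read before and after 90 min at 30 °C.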
# IDH1 R132H inh: blocks human mutant IDH1 R132H enzyme. O75874. IDH1-R132H enzyme, NADPH consumption, diaphorase/resazurin fluorescence. Potency, µM (top dose mostly 76.6 µM), inactives show at the top dose activity change, negative = inhibition, actives largely listed as inhibitors. 390,000 tested, 0.093% active; further: potency means the concentration at half of the fitted maximal effect; on the % scale 0 is the no-effect control and ±100 the full control effect; nearly all actives have a fitted effect of over 65% in size
#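 IDH1-R132H (0.5 ug/mL dispensed) in pH 7.5 Tris buffer was preincubated 30 min with compound, then given a substrate mix of 0.016 mM NADPH and 2 mM alpha-KG for 80 min at room temperature; remaining NADPH was read by diaphorase/resazurin fluorescence.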
# USP1-UAF1 inh: inhibitors of human USP1/UAF1 deubiquitinase. recombinant USP1/UAF1, Ub-Rhodamine cleavage fluorescence. O94782. 390,000 tested, 0.23% active. Potency, µM (titrated, usually from 57.1 µM), for inactives: at the highest dose activity change, negative = inhibition, hits mostly inhibitors; further: potency means the concentration at half of the fitted maximal effect; on the % scale 0 is the no-effect control and ±100 the full control effect; nearly all actives have a fitted effect of over 60% in size; inactives centre near -12
# Target sequence (O94782 whole entry, looked up): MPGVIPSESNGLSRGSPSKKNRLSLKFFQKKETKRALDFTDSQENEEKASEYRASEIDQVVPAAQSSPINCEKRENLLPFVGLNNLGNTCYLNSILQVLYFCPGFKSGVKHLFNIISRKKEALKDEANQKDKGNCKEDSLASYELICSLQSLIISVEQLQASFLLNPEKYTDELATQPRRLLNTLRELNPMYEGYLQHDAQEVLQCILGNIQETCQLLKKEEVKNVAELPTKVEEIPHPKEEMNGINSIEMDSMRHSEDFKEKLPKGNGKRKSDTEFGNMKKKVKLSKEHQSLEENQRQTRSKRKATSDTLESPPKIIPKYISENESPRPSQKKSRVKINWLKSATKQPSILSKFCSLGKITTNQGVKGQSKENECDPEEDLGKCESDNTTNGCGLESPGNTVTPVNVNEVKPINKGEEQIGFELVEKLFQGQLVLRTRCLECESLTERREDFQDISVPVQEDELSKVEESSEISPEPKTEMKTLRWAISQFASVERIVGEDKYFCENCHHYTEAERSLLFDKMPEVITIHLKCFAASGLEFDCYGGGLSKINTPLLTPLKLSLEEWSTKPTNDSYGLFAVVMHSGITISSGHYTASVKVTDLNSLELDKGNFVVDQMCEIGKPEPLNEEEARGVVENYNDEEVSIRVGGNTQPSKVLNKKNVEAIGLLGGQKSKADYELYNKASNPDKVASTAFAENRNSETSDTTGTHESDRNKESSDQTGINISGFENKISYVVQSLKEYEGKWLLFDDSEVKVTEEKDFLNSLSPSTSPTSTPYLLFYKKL
#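 In this screen, compounds sit with the deubiquitinase complex (1nM) for 15 min at room temperature before Ub-Rho is added at 150nM final. Fluorescence rise is then followed for 6 reads every 60 seconds.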
# rTrxR1 inhibitor: blocks rat thioredoxin reductase 1. O89049. recombinant rTrxR1, NADPH fluorescence consumption, selenite substrate. Potency, µM (top dose mostly 114 µM), without a hit: at the highest dose activity change, negative = inhibition, actives largely listed as inhibitors. 390,000 tested, 1% active. AID 588453; further: potency means the concentration at half of the fitted maximal effect; on the % scale 0 is the no-effect control and ±100 the full control effect; nearly all actives have a fitted effect of over 65% in size
#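 Rat TrxR1 (90 nM in the dispensed reagent) was pre-reduced with 400 uM NADPH for 5 min at room temperature, then incubated with compound for 15 min. After 400 uM selenite was added, NADPH fluorescence (Ex 340/Em 450 nm) was followed for 8 min.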
# * marks the source's active call; other numbers are inactive results; ? = inconclusive; · = no result given; & = joins results of further samples; [ ] = remark or other dose. Unless noted, the call rests on the fitted dose curve; in most records, active means well fitted curve in the direction sought with a large enough effect; inconclusive means small, poorly fitted or top-dose-only effect, or another doubt; inactive means no such curve, though single readings can be large; an effect the other way counts as inactive or inconclusive.
Molecule | IDH1 R132H inh | RGS4 inhibitor | Vif-A3F inh | TrxR1 substrate | USP1-UAF1 inh | rTrxR1 inhibitor | Vif-A3G inh | GRP78 ERSR act | LDHA inh
CCCn1cc(S(=O)(=O)c2ccc(C)cc2)c(=O)c2cc(F)c(N3CCCC3)cc21 | 0.1% | -26.9% | -3.6% | -3.2% | 1.9% | -4.5% | 1.2% | -2.4% | -0.6
COc1cc(NC(=O)CSc2nc(-c3ccc(C)cc3)nc3c2Cc2ccccc2O3)cc(OC)c1 | 7.2% | -4.6% | 1.8% | 0.3% | 4.9% | 16.3% | 0.8% | -2.8% | 0.8
CN1CCN(c2ccc(NC(=O)c3ccc4c(c3)OCCO4)cc2)CC1 | 0.0% | -8.9% | -7.0% | -1.8% | -2.5% | 7.2%[57.1 µM] | -0.9% | -12.0% | -2.9
COc1ccc(C(=O)OCC(=O)Nc2c(C)cccc2C)cc1 | 2.6% | 4.9% | 6.6% | -0.4%[57.1 µM] | -19.2% | 5.7%[57.1 µM] | 0.4% | -1.8% | -1.5
CN(C)CCCN(C(=O)CCS(=O)(=O)c1ccccc1)c1nc2cc3c(cc2s1)OCO3 | 5.0% | -6.1% | 11.9% | 2.5% | -7.0% | 6.31µM* | -25.7% | -14.1% | 2.2
Cc1cc(-c2ccccc2)nc2oc(C(=O)NN)c(N)c12 | -2.6% | -1.8% | -0.3% | 1.4% | -9.1% | -5.5% | -0.7% | -0.2% | -7.5
CCOc1ccc2nnc(-c3ccc(Br)cc3)n2n1 | 4.4% | 4.5%[11.4 µM] | 3.7% | 10.7%[57.1 µM] | -14.4% | 24.2%[57.1 µM] | 2.3% | 3.7% | -8.8
CCOc1ccccc1N(CC(=O)Nc1ccccc1C(=O)N1CCCC1)S(C)(=O)=O | -1.8% | ? | -1.1% | -6.9% | -8.5% | 0.0% | -0.2% | -3.3% | -6.2
O=C(O)Cc1cccc(=O)c(O)c1C(=O)O | -0.5% | -20.0% | 15.2% | 2.9%[57.1 µM] | 14.9% | 11.9%[11.4 µM] | -3.3% | -2.0% | 17.6
CCc1nc(SCC(=O)O)c2c3c(sc2n1)COC(C)(C)C3 | -0.6% | 21.6% | -15.9% | 12.1%[57.1 µM] | 13.0% | 13.3%[57.1 µM] | 0.9% | 1.0% | 2.6
CCCN(Cc1cc2cccc(C)c2[nH]c1=O)C(=O)c1cccc(OC)c1 | -2.6% | 14.5% | 10.5% | 0.7% | -7.7% | -7.0% | -1.8% | -1.1% | -4.9
COc1cc(OC)cc(C(=O)N2CCC(C(=O)Nc3ccc4c(c3)OCCO4)CC2)c1 | -0.4% | -3.0% | -6.8% | -12.5% | 1.9% | 6.2% | 0.0% | 0.6% | -8.3
N#Cc1ccc(NC(=O)CCc2nc3ccccc3s2)cc1 | 8.2% | -37.5% | ? | 3.5% | -14.2% | -4.0% | -13.0% | -2.2% | 0.9
Cc1cc(C)c2c(=O)n(CC(=O)NCCCN3CCN(c4ccccc4F)CC3)sc2n1 | -5.6% | -147.1% | -9.1% | -5.9%[57.1 µM] | -21.6% | -15.3%[57.1 µM] | -16.7% | -14.0% | -3.1
COc1cccc(C(=O)C2CCCN(C(=O)c3ccccn3)C2)c1 (stereo not drawn) | -1.7% | -24.1%[56.9 µM] | 6.8% | 11.6%[57.1 µM] | -19.9% | 25.4%[57.1 µM] | 4.7% | 1.8% | -0.3
CC(Sc1nc(-c2ccc(F)cc2)cs1)C(=O)Nc1ccc(Cl)cn1 (stereo not drawn) | -0.8% | 5.3% | 7.7% | 9.3%[57.1 µM] | -7.8% | 9.4%[57.1 µM] | 0.0% | -2.1% | -4.9
O=C(CCc1nc(-c2cccs2)no1)NCc1ccc(F)cc1Cl | 3.9% | -12.6% | -3.9% | 9.6% | -10.9% | 7.0% | 4.0% | -5.0% | -2.9
COc1ccc(-n2nc(C(=O)NCC(=O)N3CCN(C)CC3)c3ccccc3c2=O)cc1 | -4.1% | -0.8% | -0.2% | 5.3%[57.1 µM] | -11.8% | 15.5%[57.1 µM] | -0.2% | 6.3% | -5.7
Cc1ccc([N+](=O)[O-])c(OCCCNCC(C)O)c1 (stereo not drawn) | 0.0% | 15.4% | -2.4% | -8.8% | -1.4% | -17.1% | 3.5% | -6.3% | -15.3
CCCCCCCCCCCCCCCCCCNC(=O)OCC(COP(=O)([O-])OCC[n+]1ccsc1)OC (stereo not drawn) | · | ? | · | 10.0%[57.1 µM] | · | 15.4%[57.1 µM] | · | -14.2% | ·
CCOC(=O)N1CCN(C(=O)c2cnn3c(C)c(Cc4ccc(C)cc4)c(C)nc23)CC1 | 5.1% | -17.9% | -10.7% | 42.2%[activator] | -17.4% | -8.7% | -0.2% | -6.0% | -2.8
O=S(=O)(c1ccc(-n2cnnn2)cc1)N1CCN(c2cccc(C(F)(F)F)c2)CC1 | 0.0% | 11.8% | -1.8% | -3.2% | -10.4% | 4.2% | 4.0% | -2.8% | -15.0
COC(=O)c1ccc(NC(=O)Nc2ccc(F)cc2F)cc1 | 2.8% | -2.3% | 8.6% | 3.9% | -4.1% | 15.3% | 4.2% | 1.8% | -4.4
Cc1cc(NC(=O)Cn2c(=O)c3c(ncn3CCC(C)C)n(Cc3ccccc3)c2=O)no1 | 5.5% | 0.0% | -3.9% | -6.0% | -12.6% | 5.3% | -6.6% | -2.1% | 6.5&0.0
COc1cc(/C=C2\SC(=S)N(CC(=O)O)C2=O)ccc1OC(=O)c1ccco1 | -12.0% | ? | -36.2% | 0.9%[57.1 µM] | -19.9% | 12.3%[57.1 µM] | -1.5% | -3.4% | -12.9
O=C(NCCCc1ccccc1)C1CCC(=O)N(CCc2ccc(Cl)cc2)C1 (stereo not drawn) | 0.4% | 1.7% | 1.6% | -3.1% | -13.9% | 10.4% | 1.5% | 1.2% | -9.9
CS(=O)(=O)Nc1ccc(C(=O)NCCSCc2ccccc2)cc1 | 7.2% | 19.4% | -18.6% | 1.5%[57.1 µM] | -26.2% | 4.1%[57.1 µM] | 2.0% | -2.1% | -2.8
Cc1c(O)ccc(C(=O)COc2ccc(F)cc2)c1O | 0.5% | -16.1% | -18.3% | 4.2%[57.1 µM] | -3.1% | -3.7%[57.1 µM] | -9.8% | 6.8% | -2.4
Cc1cc(C)cc(OCC(=O)O/N=C(\N)c2ccccc2Cl)c1 | -2.0% | 8.3% | -1.0% | 0.6% | -17.9% | 25.2% | -2.8% | -2.7% | -1.9
O=C(CN(C(=O)CCC(=O)Nc1nccs1)c1ccc(F)cc1)NCCc1ccccc1 | 4.0% | -2.5% | 6.1% | 7.4%[57.1 µM] | -6.1% | 16.6%[57.1 µM] | -6.1% | -5.7% | -1.7
COc1ccc(OCC(=O)N/N=C/c2ccc(OC)c(OC)c2C(=O)O)cc1 | -1.8% | -40.6% | 2.3% | -8.1% | -20.7% | -10.7% | 1.8% | -3.6% | -4.9
CCc1ccccc1NC(=O)COC(=O)C1CC(=O)N(c2ccc(F)cc2)C1 (stereo not drawn) | 1.6% | 10.4% | -15.8% | -5.0% | -15.2% | 20.0% | 0.4% | -2.1% | 16.8
CCOc1ncccc1C(=O)N(C)CC(=O)Nc1ccc(C)cc1 | 1.5% | -13.8% | 2.2% | -15.8% | -5.1% | -15.8% | 0.1% | -1.4% | -7.1
CCC(=O)Nc1cccc(NC(=O)CSc2nc3c(c(=O)n(C)c(=O)n3C)n2C)c1 | -1.0% | 13.0% | 3.9% | -4.0% | 2.5% | -1.4% | -0.9% | -4.7% | -6.0
Cc1cc(NC(=O)c2ccc(Br)o2)cc(-c2nc3ccccc3o2)c1O | 3.3% | -16.0% | -0.6% | -2.4% | ? | 15.8% | 1.0% | -3.2% | 4.2
O=c1[nH][nH]cc1C=Nc1ccc(Cl)cc1Cl | -8.1% | 7.8% | 8.5% | -3.2% | -13.9% | 10.8% | -1.1% | -3.4% | -0.3
CC(=O)Nc1ccc(NC(=O)c2ccc(C3SCC(=O)N3CCc3ccccc3)cc2)cc1 (stereo not drawn) | 2.7% | -2.0% | 0.6% | 4.2% | -17.9% | 12.5% | 0.0% | 0.6% | -5.0
CCC(CC)C(=O)Nc1nnc(SCC(=O)N2CCN(c3ccccc3OC)CC2)s1 | 8.8% | -40.6% | · | 6.7% | -25.0% | 3.6% | 0.7% | -3.3% | 1.9
Cc1ccc(NC(=O)C2CCN(S(=O)(=O)c3cc(-c4noc(C)n4)ccc3C)CC2)c(C)c1 | -30.0% | -12.5% | -2.6% | -7.0%[57.1 µM] | -23.8% | -13.8%[57.1 µM] | 4.8% | 0.0% | -2.2

# Single entries from above:
# Reading for `O=C(O)Cc1cccc(=O)c(O)c1C(=O)O` under LDHA inh: 17.6
# Reading for `O=C(CN(C(=O)CCC(=O)Nc1nccs1)c1ccc(F)cc1)NCCc1ccccc1` under Vif-A3F inh: 6.1%

# A portion of the library, so the mix of outcomes need not match the whole.
